# HTT aggregate = mutant huntingtin aggregation inhibition | PC12 HttQ103-GFP aggregates, Acumen cytometry, 40 h | Potency, µM (highest dose often 46.1 µM), without a hit: at the highest dose activity change, negative = inhibition, actives largely listed as inhibitors | actives 1.1% (n = 220,000); note: potency is the fitted concentration of half-maximal effect; % is set by controls: 0 for no effect and ±100 for the full control effect; nearly all actives have a fitted effect of over 60% in size
#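 Aggregate formation scored by laser-scanning cytometer (488 excitation, 500–530 emission) in lysed PC12 cells expressing Q103-GFP after 100 nM tebufenozide induction; library tested in dose series, with ATPLite reagent added in the multiplex.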
# IMPase Li cell = IMPase inhibition in cells with lithium potentiation. CHO-M1 cells, IP1 TR-FRET (IP-One), carbachol + lithium. Potency, µM (titrated, usually from 59.4 µM), for inactives: at the top dose activity, negative = IMPase inhibition, most hits filed as inhibitors. actives 0.35% (n = 210,000). AID 1457;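 note: IP1 builds up when IMPase is blocked and the TR-FRET signal falls; potency is the fitted concentration of half-maximal effect; plate controls were basal vehicle for no effect and high inhibitor control for full effect; nearly all actives have a fitted effect of over 50% in size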
#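 CHO cells stably expressing M1 receptor (2000/well, cultured 16–30 h) treated 30 min at 37C with compound plus low lithium. Cytosolic IP1 by TR-FRET (665/620 ratio and 620 channel) after 10 min lysis; AC50 by Hill fit.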
# CBFb-RUNX1 inh = inhibitors of human CBF-beta and RUNX1 interaction | Q01196+Q13951 | AlphaScreen CBFb-His/RUNX1-biotin binding, biochemical | 230,000 tested, under 10 active | Potency, µM (doses to about 59.8 µM), without a hit: top-dose activity, negative = inhibition, actives largely listed as inhibitors; note: % of control where 0% means no effect
# Target sequence (Q01196 whole entry, looked up): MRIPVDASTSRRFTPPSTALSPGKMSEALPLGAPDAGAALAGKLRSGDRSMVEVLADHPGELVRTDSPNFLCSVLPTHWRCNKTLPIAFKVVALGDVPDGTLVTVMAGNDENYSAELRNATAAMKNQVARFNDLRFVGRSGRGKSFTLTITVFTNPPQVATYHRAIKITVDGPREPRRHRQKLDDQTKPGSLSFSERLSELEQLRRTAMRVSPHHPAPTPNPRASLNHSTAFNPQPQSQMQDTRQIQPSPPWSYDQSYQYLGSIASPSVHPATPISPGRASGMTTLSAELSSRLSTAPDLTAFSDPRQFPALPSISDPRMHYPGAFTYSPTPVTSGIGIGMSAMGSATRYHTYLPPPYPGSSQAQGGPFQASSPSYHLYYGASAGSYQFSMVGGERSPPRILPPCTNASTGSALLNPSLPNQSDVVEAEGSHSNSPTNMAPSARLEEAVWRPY
# Target sequence (Q13951 whole entry, looked up): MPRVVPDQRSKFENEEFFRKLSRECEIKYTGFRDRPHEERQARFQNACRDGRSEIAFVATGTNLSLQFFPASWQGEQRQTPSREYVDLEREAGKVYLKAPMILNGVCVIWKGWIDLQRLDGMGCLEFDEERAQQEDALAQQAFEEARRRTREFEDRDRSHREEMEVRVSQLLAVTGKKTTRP
#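 Inhibition was taken as any reduction in AlphaScreen signal from the CBF-beta–RUNX1 pair (His and biotin tags, 30 nM each), measured after compound (15 min) and bead (90 min) incubations at room temperature.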
# Lamin A splicing = modulators of lamin A splicing; HeLa LMNA splicing GFP/RFP minigene ratio, 48 h; Potency, µM (doses to about 46.1 µM), for inactives: at the top dose ratio change, negative = inhibition, actives largely listed as inhibitors; actives 0.01% (n = 200,000); active = well fitted inhibition curve with a large enough effect in the signal ratio, with a control signal flat, not every such curve was filed as active; inconclusive = small, poorly fitted or top-dose-only effect, or effect the other way, or a change in a side signal; the % refers to the signal ratio; note: potency is the fitted concentration of half-maximal effect; % is set by controls: 0 for no effect and ±100 for the full control effect
#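 Read-out is the ratio of GFP to DsRed2 object intensity, acquired by 488 nm laser-scanning cytometry on HeLa lamin A-EGFP minigene reporter cells. Compound incubation 48 hrs at 37 °C in Opti-MEM with 2% FBS; DMSO 0.5% final.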
# SMN2 splice enh = enhancers of SMN2 splice variant expression. HEK293 SMN2-luciferase splicing reporter, luminescence, 30-36 h. Potency, µM (highest dose often 46.1 µM), for the others: top-dose activity change, positive = activation, usual class: activators. actives 2.8% (n = 210,000). AID 1458; note: potency is the fitted concentration of half-maximal effect; % of control where 0% means no effect; nearly all actives have a fitted effect of over 55% in size
#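 qHTS luciferase splicing reporter: luminescence rises when SMN2 exon 7 is included in transfected HEK293 cells. Compound exposure lasted 30-36 h at 37C, with 4.5 mM final sodium butyrate as control, followed by a ONE-Glo read.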
# KinaseGlo FLuc = Kinase-Glo luciferase inhibition (counter-screen); Q27757; Kinase-Glo luciferase, ATP luminescence, 8 min; Potency, µM (top dose mostly 38.3 µM), for the others: at the top dose activity change, negative = inhibition, most hits filed as inhibitors; actives 0.28% (n = 200,000); note: potency is the fitted concentration of half-maximal effect; % is set by controls: 0 for no effect and ±100 for the full control effect; nearly all actives have a fitted effect of over 60% in size
#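 Substrate mix (final 50 mM imidazole pH 7.2, 50 mM KCl, 7 mM MgCl2, 10 uM ATP, 0.01% Tween 20, 0.05% BSA) plus pin-tool compound, then Kinase-Glo detection mix; 8 min ambient, luminescence read.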
# HTT cytoprotect = cytoprotection in Huntington HTT-Q103 PC12 cell model; Potency, µM (top dose mostly 56.4 µM), inactives show cytoprotection (ATP increase), hits mostly activators; AID 1471; actives 0.14% (n = 230,000); PC12 HTT-Q103 induced, cytoprotection, ATP luminescence, 40 h;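 note: potency is the fitted concentration of half-maximal effect; % of control where 0% means no effect; nearly all actives have a fitted effect of over 45% in size; toxic huntingtin expression switched on by the ecdysone agonist tebufenozide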
#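 Stable PC12 Q103-GFP cells in serum-supplemented, phenol red-free DMEM; induction by tebufenozide at 100 nM final; compound dose series; cell viability quantified luminescently from ATP.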
# * = called active by the depositor; ? = inconclusive; . = no result given; & = joins results of further samples; [ ] = dose if it differs, or a comment. Unless noted, calls come from the whole dose curve; as a rule, active = well fitted curve in the direction sought with a large enough effect; inconclusive = small, poorly fitted or top-dose-only effect, or another doubt; inactive = no such curve, though single readings can be large; an effect the other way counts as inactive or inconclusive.
SMILES,HTT aggregate,IMPase Li cell,CBFb-RUNX1 inh,Lamin A splicing,SMN2 splice enh,KinaseGlo FLuc,HTT cytoprotect
CC(=O)N(C)C1=C(N2CCOCC2)C(=O)c2ccccc2C1=O,25µM*,21%[38.3 µM],-6%,?,-80%[inhibitor],-11%,-122%[inhibitor]
O=C(CSc1nc2ccccc2c(=O)n1Cc1ccco1)NCCN1C(=O)CSC1=O,-12%[9.22 µM],.,-4%,.,.,.,-2%[10 µM]
CCOC(=O)c1c(NC(=O)C(=O)N/N=C(\C)c2ccc(OC)cc2)sc2c1CCCCC2,3%,-9%,5%,-7%,2%,2%,0%[10 µM]
COCCNC(=O)CN1CCCCCC1,.,-3%,-10%,.,7%,-4%,.
CC1(C)CC(=O)CC(=NCC(=O)O)C1,3%,12%[38.3 µM],3%,0%,-1%,0%,8%
C#CCOCCOCCOCCNc1nc(N2CCN(C(=O)[C@H](CCC(=O)O)n3cc(C(N)Cc4ccc(O)cc4)nn3)CC2)nc(N2CCN(C(=O)[C@H](Cc3cc4ccccc4[nH]3)n3cc(C(N)CC(C)C)nn3)CC2)n1 (some centres not stated),-6%[9.22 µM],-2%,-7%,.,.,.,6%[10 µM]
COc1ccc(CNS(=O)(=O)c2ccc(F)c(C(=O)Nc3ccc(OC)cc3)c2)cc1,-14%,-3%,4%,.,.,.,-23%
CCCCCCc1cc2cc(-c3nnc(-c4cc(OC)c(OC)c(OC)c4)o3)c(=O)oc2cc1O,2.8µM*,-8%,18%,-11%,-44%[inhibitor],-1%,-4%[10 µM]
O=C(NCC(c1cccnc1)N1CCN(c2ccc(F)cc2)CC1)C1CCCCC1 (configuration not stated),-19%,2%[38.3 µM],1%,11%,-23%,-1%,-24%
C/C(=C\c1ccco1)C1C(C#N)=C(N)Oc2n[nH]c(-c3ccc(C)cc3)c21 (configuration not stated),27%,11%[38.3 µM],-8%,4%,7%,-2%,3.5µM*
COc1cc(/C=N/Nc2ccccc2[N+](=O)[O-])cc(OC)c1O,25%,14%,9%,.,8%,-20%,-10%[10 µM]
CC1COC2=C1C(=O)C(=O)c1c2ccc2c1CCCC2(C)C (configuration not stated),.,-8%&8%,.,-11%,-1%,-2%[39.9 µM],.
COc1ccccc1Nc1nc(NCC2CCCO2)c2ccccc2n1 (configuration not stated),1%[9.22 µM],26%,-1%,.,.,-2%,-1%[10 µM]
CC1(C)NC(=O)N(c2ccccc2Cl)C1(C)NO (configuration not stated),-7%,24%[38.3 µM],5%,5%,6%,1%,-5%
Cc1ccc2nc(NC(=O)C3=NN(c4ccccc4)C(=O)CC3)sc2c1,?,.,-6%,-9%,.,.,11%[10 µM]
CCN(CC(N)=O)S(=O)(=O)c1ccc(F)cc1,-6%,1%,0%,.,3%,-1%,-29%
COc1ccc2cc(CN(CC3CCCO3)S(=O)(=O)c3ccccc3Cl)c(=O)[nH]c2c1 (configuration not stated),1%,25%[38.3 µM],-2%,4%,1%,0%,-7%
Cc1cc(C)n(-c2nc3ccccc3c(=O)n2OCc2ccc(F)cc2)n1,6%,.,16%,-11%,.,.,0%[0.074 µM]
Cc1ccccc1-n1c(SCc2csc(Nc3ccccc3)n2)nnc1-c1cccnc1,-9%,17%,-16%,-18%,-13%,3%,-12%[10 µM]
O=C(O)/C=C/C(=O)N(Cc1ccc2c(c1)OCO2)C1CC(=O)N(CCc2ccccc2)C1=O (configuration not stated),-6%[9.22 µM],-2%,-1%,-10%[46 µM],7%,2%,-13%[10 µM]

# Part of the list above, with values under each structure.
# Values run as follows: HTT aggregate, IMPase Li cell, CBFb-RUNX1 inh, Lamin A splicing, SMN2 splice enh, KinaseGlo FLuc, HTT cytoprotect
COc1cc(/C=N/Nc2ccccc2[N+](=O)[O-])cc(OC)c1O
→ 25%, 14%, 9%, ., 8%, -20%, -10%[10 µM]
CC(=O)N(C)C1=C(N2CCOCC2)C(=O)c2ccccc2C1=O
→ 25µM*, 21%[38.3 µM], -6%, ?, -80%[inhibitor], -11%, -122%[inhibitor]
C/C(=C\c1ccco1)C1C(C#N)=C(N)Oc2n[nH]c(-c3ccc(C)cc3)c21 (configuration not stated)
→ 27%, 11%[38.3 µM], -8%, 4%, 7%, -2%, 3.5µM*
CC1COC2=C1C(=O)C(=O)c1c2ccc2c1CCCC2(C)C (configuration not stated)
→ ., -8%&8%, ., -11%, -1%, -2%[39.9 µM], .

# The list goes on.
SMILES,HTT aggregate,IMPase Li cell,CBFb-RUNX1 inh,Lamin A splicing,SMN2 splice enh,KinaseGlo FLuc,HTT cytoprotect
CC(=O)OCC1=C(C(=O)O)N2C(=O)C(NC(=O)c3ccc(COc4cccc(Cl)c4Cl)o3)C2SC1 (configuration not stated),3%,-13%,-9%,20%[9.22 µM],8%,3%,-12%
Cc1cc2cc(CN(Cc3ccc4c(c3)OCO4)Cc3nnnn3C3CCCC3)c(=O)[nH]c2cc1C,0%,19%[38.3 µM],12%,2%,-22%,1%,-16%[10 µM]
COc1ccc(C(CCN2CCCC(C)C2)c2c(OC)cc(OC)c3c(-c4ccccc4)cc(=O)oc23)cc1 (configuration not stated),14%[9.22 µM],.,0%&-1%,.,.,.,-11%[10 µM]
O=C(NC1CCCCC1)C1CC(=O)N(c2cccc([N+](=O)[O-])c2)C1 (configuration not stated),-11%,-4%,4%,.,-20%,4%,7%
COc1ncc2nc(-c3cccs3)c(=O)n(Cc3cccs3)c2n1,.,5%,.,2%,.,.,15%
N#C/C(=C\c1cccnc1)C(=O)Nc1cccc(Cl)c1,12%,4%,23%,.,4%,0%,.
CCOC(=O)Cn1c(S(=O)(=O)Cc2ccccc2Cl)nc(-c2ccccc2)c1-c1ccccc1,-8%,14%[38.3 µM],3%,-8%,4%,-1%,-7%[10 µM]
COc1ccc(N(CC(=O)Nc2ccc3c(c2)OCO3)S(=O)(=O)c2ccccc2)c(OC)c1,0%,2%[38.3 µM],11%,2%,-6%,-1%,-9%
COc1ccc(S(=O)(=O)N(c2onc(C)c2Cl)S(=O)(=O)c2ccc(OC)c(OC)c2)cc1OC,7%,-8%,5%,-2%,3%,4%,-10%[10 µM]
Cc1c(C(=O)OCC[N+]2(C)CCCCC2)oc2ccccc12,4%[9.22 µM],35%[activator],-2%,14%[46 µM],.,3%,12%[10 µM]
Cc1nc2c(-c3ccccc3)c(C)nn2c(C)c1CCC(=O)N1CCOCC1,-4%,5%[38.3 µM],4%,?,-3%,-3%,-26%
O=C(NC1CCN(S(=O)(=O)c2ccccc2)CC1)C1CCCCC1,5%,5%,13%,-8%,-26%,-4%,19%[1.9 µM]
CCS(=O)(=O)Nc1ccc(C(=O)CC2(O)C(=O)Nc3ccccc32)cc1 (configuration not stated),-6%,-1%[38.3 µM],5%,-3%,-7%,1%,12%[1.9 µM]
CCOc1ccccc1C(=O)NCC(=O)OCC(=O)c1ccc2c(c1)OCCO2,-5%,-4%[38.3 µM],8%,1%,-16%,0%,-24%
CSc1ccccc1NC(=O)COC(=O)c1ccc(O)cc1,-10%,-2%,4%,7%[46 µM],-2%,-1%,-44%[inhibitor]
Cc1onc(-c2c(F)cccc2Cl)c1C(=O)N1CCN(S(C)(=O)=O)CC1,-4%,12%,4%,-9%,-1%,-2%,-2%[0.074 µM]
COC(=O)C(NNc1ccccc1)(NC(=O)c1ccccc1F)C(F)(F)F (configuration not stated),1%,0%[38.3 µM],-6%,5%,-20%,0%,-10%
CN1CCN(C(=S)Nc2cc([N+](=O)[O-])ccc2Cl)CC1,-11%,18%,-10%,-14%,-13%,-2%,-6%[10 µM]
O=C(Cn1cc(C(=O)c2ccco2)c2ccccc21)NC1CC1,29%[9.22 µM],-3%,2%,-5%[46 µM],.,-1%,16%[10 µM]
CCOC(=O)C(=O)Nc1ccccc1C(=O)NC(C)C,-7%,22%[38.3 µM],-3%,14%,-12%,1%,-14%

# Sorted by the number under SMN2 splice enh (smallest number first): some entries from above
mol | HTT aggregate | IMPase Li cell | CBFb-RUNX1 inh | Lamin A splicing | SMN2 splice enh
O=C(NC1CCCCC1)C1CC(=O)N(c2cccc([N+](=O)[O-])c2)C1 (configuration not stated) | -11% | -4% | 4% | . | -20%
COc1ccc(N(CC(=O)Nc2ccc3c(c2)OCO3)S(=O)(=O)c2ccccc2)c(OC)c1 | 0% | 2%[38.3 µM] | 11% | 2% | -6%
Cc1onc(-c2c(F)cccc2Cl)c1C(=O)N1CCN(S(C)(=O)=O)CC1 | -4% | 12% | 4% | -9% | -1%

# New compounds follow
SMILES,HTT aggregate,IMPase Li cell,CBFb-RUNX1 inh,Lamin A splicing,SMN2 splice enh,KinaseGlo FLuc,HTT cytoprotect
CC(C)NC(=O)NC(=O)COC(=O)c1ncc(Cl)c(Cl)c1Cl,4%,-3%,-1%,21%[46 µM],-7%,-2%,-21%
COc1ccccc1OCCC(=O)OCC(=O)Nc1ncc(Cl)cc1Cl,-14%,-1%[38.3 µM],-3%,17%,-8%,-6%,7%
O=c1[nH][nH]c(=O)c2c(NS(=O)(=O)c3ccccc3)cccc12,28%[9.22 µM],2%,9%,?,25%,-2%,-19%[1.9 µM]
CCC(c1nnnn1Cc1cccs1)N1CCN(C2CCCC2)CC1 (configuration not stated),-4%,25%[38.3 µM],4%,1%,2%,2%,26%
COc1ccc(-c2cc(=O)c3ccccc3n2C)cc1,-30%,0%,10%,2%,-5%,-3%,31%[10 µM]
CCCCC(=O)Nc1c(C)cc(C)cc1Cl,13%[9.22 µM],41%[activator][38.3 µM],-6%,7%,-19%,3%,22%
O=C(CN1CCCCCC1)N/N=C/c1cccs1,3%,27%[38.3 µM],-2%,12%,-11%,-1%,3%
COc1ccc(-c2ccc(OC)c([C@H]3[C@H]4C=CC[C@@H](C)[C@@H]4C(=O)N3Cc3ccccc3)c2)cc1OC,-16%[9.22 µM],.,-3%,.,.,.,?
CN(C(=O)c1ccccc1C(=O)OCC(=O)NCc1ccccc1)C1CCCCC1,-5%,4%,15%,5%,10%,0%,4%[10 µM]
Cc1ccc(C(=O)N2CCC3(CC2)Oc2ccc(F)cc2C(=O)C32CC(c3ccc(Cl)cc3)=NO2)s1 (configuration not stated),?,.,13%,.,.,.,4%[10 µM]

# Compound activity deposited in PubChem BioAssay by National Center for Advancing Translational Sciences (NCATS).
